Source: PubChem BioAssay
phage Ecoli inh: E. coli growth loss with phage present; 360,000 compounds, 0.26% hits; growth absorbance; inhibition, % at 11.9 µM; AID 651602; in the data active = inhibition above about 11%
Numbers without * were called inactive.

Screening COCCCNC(=O)c1csc([C@@H]2C[C@H](O)[C@@H](CO)O2)n1 returned phage Ecoli inh 1.3.
COc1ccc(Oc2cccc3c2S(=O)(=O)N(C2CC2)C[C@@H](COCc2ccccc2)O3)cc1 was read as phage Ecoli inh 1.4.
`COc1ccc(F)cc1-c1cc(C(=O)NCc2cccc(C(F)(F)F)c2)[nH]n1` gave phage Ecoli inh 2.9.
`Cc1ccc(C)c(N2CCN(C(c3ccccc3)c3nnnn3C(C)(C)C)CC2)c1` (stereo unspecified) gave phage Ecoli inh 0.4.
Screening CC(C)CNC(=O)C1(C)CCCN1C(=O)c1c(Cl)cccc1Cl (stereo unspecified) returned phage Ecoli inh 3.6.
CCOC(=O)C1(C)CCCN1C(=O)c1ccc(C(=O)OC)cc1 (stereo unspecified) was read as phage Ecoli inh 3.0.
CCCCCCCCN1C(=O)[C@H](CC(=O)NCCc2ccccc2OC)C[C@@]2(C(=O)OCC)CCC=C12 was read as phage Ecoli inh -1.9.
O=C(NCc1ccccc1)C(C1CC1)n1c(CSCCOc2ccccc2)nc2ccccc21 (stereo unspecified) was read as phage Ecoli inh -0.7.
`CCCCn1nnnc1C(c1cccc(OC)c1OC)N1CCN(C/C=C/c2ccccc2)CC1` (stereo unspecified) gave phage Ecoli inh 1.6.
For COc1ccc(CC(N)c2csc(Nc3ccc(C(C)=O)cc3)n2)cc1 (stereo unspecified) the results were phage Ecoli inh -3.7.
For O=C1NC[C@H](CCCCN2C[C@H](Cc3ccc(O)cc3)N(CCc3ccc(O)cc3)C(=O)C2=O)N(CC2CCCCC2)C1=O the results were phage Ecoli inh 1.7.
Screening O=C1CCC(NC(=O)Cc2ccccc2)C(=O)N1 (stereo unspecified) returned phage Ecoli inh 0.6.
For COC(=O)C1=C(C)N(Cc2ccc(C(F)(F)F)cc2)C(=NCc2ccccc2C(F)(F)F)NC1c1ccc(F)cc1 (stereo unspecified) the results were phage Ecoli inh 6.4.
Screening CCC(=O)N1CCC1(C)C(=O)Nc1ccc2c(c1)CCN2C(C)=O (stereo unspecified) returned phage Ecoli inh 0.2.
`Cc1ccc(C2CC(C(F)(F)F)n3nc(C(=O)NCC4CCCO4)cc3N2)cc1` (stereo unspecified) gave phage Ecoli inh 1.9.
Screening CC(=O)Nc1cccc(-c2csc(C(C)(O)c3cccc(F)c3)n2)c1 (stereo unspecified) returned phage Ecoli inh 4.3.
`COc1ccc(C(=O)C(=O)N2CCC(Cc3ccccc3)CC2)cc1OC` gave phage Ecoli inh 7.4.
For O=C1NC[C@H](CCCCN2CCN(CCC3CCCCC3)C(=O)C2=O)N(CCC2CCCCC2)C1=O the results were phage Ecoli inh 0.6.
For O=C(NCc1ccc(F)cc1)c1cc(C2CCCCN2C(=O)CCCc2ccccc2)on1 (stereo unspecified) the results were phage Ecoli inh 2.2.
For O=C1NC[C@H](CCCCN2C[C@H](Cc3ccccc3)N(CC3CCCCC3)C(=O)C2=O)N(CCC2CCCCC2)C1=O the results were phage Ecoli inh 1.8.
`CCOC1=C2CN(S(=O)(=O)c3ccc(C)cc3)[C@H](c3ccccc3)C[C@H]2[C@H]2C(=O)N(c3ccccc3)C(=O)[C@H]2C1` gave phage Ecoli inh 0.0.
CCC(=O)N1CCC1(C)C(=O)Nc1cc(-c2ccccc2)nn1C (stereo unspecified) was read as phage Ecoli inh 1.7.
Cc1ccc(C2c3c(n[nH]c3C)C(=O)N2c2ccccc2)cc1 (stereo unspecified) was read as phage Ecoli inh 1.6.
`COCCc1ccc(OC2(C)CCN(Cc3cccn3-c3nccs3)C2)cc1` (stereo unspecified) gave phage Ecoli inh 0.1.
`COc1ccccc1-c1cnc(C(O)c2ccc(C)cc2C)[nH]1` (stereo unspecified) gave phage Ecoli inh 2.6.
For CN(C(=O)c1ccc(NC(=O)Cc2cccc(NC(=O)C3CCN(C(=O)CCc4ccccc4)CC3)c2)cc1)C1CC1 the results were phage Ecoli inh 2.7.
`Fc1ccc(-c2nc3ccc(Cl)cn3c2Cc2cccc(F)c2)cc1` gave phage Ecoli inh -0.6.
Screening CCC(C(=O)NC(C)(C)C)n1c(-c2ccc3c(c2)OCO3)nc2ccccc21 (stereo unspecified) returned phage Ecoli inh 2.6.
`Cc1cc(NC(=O)c2ccc3sc([C@@H]4O[C@H](CO)[C@H](O)[C@H](O)[C@H]4O)nc3c2)n(C)n1` gave phage Ecoli inh 0.5.
For C[C@@H](NC(=O)[C@@H]1CCCN1C(=O)[C@@H]1CCCN1C(=O)c1cccc(Cl)c1)c1ccccc1 the results were phage Ecoli inh -2.4.
COC(=O)c1ccc2nc(-c3ccc(F)cc3)c(Cc3ccc(C)cc3)n2c1 was read as phage Ecoli inh -1.3.
Screening Cc1ccc(S(=O)(=O)N[C@@H](C)CO)cc1 returned phage Ecoli inh 0.8.
For CCN(CC)CCN(C)C(c1cc2ccccc2o1)c1nnnn1C(C)(C)C (stereo unspecified) the results were phage Ecoli inh 2.7.
For CC(C)[C@H](NC(=O)c1ccc(Cl)cc1Cl)C(=O)N1CCC[C@H]1C(=O)NCCc1ccccc1Cl the results were phage Ecoli inh 0.8.
O=[N+]([O-])c1ccc(CN2CC(N3CC=CC3)CS2(=O)=O)cc1 (stereo unspecified) was read as phage Ecoli inh 2.8.
`CCNC(=O)C1(C)CCCN(Cc2cccc3c2OCCO3)C1` (stereo unspecified) gave phage Ecoli inh 3.9.
`CCOC(=O)C1=CCC2C(=O)N(CC)C(=O)C12` (stereo unspecified) gave phage Ecoli inh 3.7.
`COC(=O)CCCn1cc(CN2CC(N3CCN(Cc4ccccc4F)CC3)CS2(=O)=O)nn1` (stereo unspecified) gave phage Ecoli inh 1.9.
For Cc1ccc(C)c(C(O)c2ncc(-c3cccc4ccccc34)[nH]2)c1 (stereo unspecified) the results were phage Ecoli inh 1.9.
COc1ccc(Cc2c(-c3cccc(Cl)c3)nc3ccc(C)cn23)c(C)c1 was read as phage Ecoli inh 3.0.
CCNC(=O)C1(C)CCN(C(=O)c2ccc(C(=O)OC)cc2)C1 (stereo unspecified) was read as phage Ecoli inh 2.7.
OC[C@@H]1CN(CCN2CCOCC2)C[C@H](n2cnc3c(NC4CC4)ncnc32)O1 was read as phage Ecoli inh 3.2.
`Fc1cccc(Cc2c(-c3cccc(Br)c3)nc3ccc(Br)cn23)c1` gave phage Ecoli inh -1.4.
`O=S1(=O)CC(N2CCCC2)CN1C1CCCC1` (stereo unspecified) gave phage Ecoli inh 2.3.
`CCc1ccc([C@H]2[C@@H]3C(=O)C[C@@H]4C(=O)N(C5CCCCC5)C(=O)[C@@H]4[C@@H]3CN2S(=O)(=O)c2ccc(C)cc2)cc1` gave phage Ecoli inh 3.3.
O=C1Nc2cnc(Cl)nc2Nc2ccccc21 was read as phage Ecoli inh 1.9.
For CCCC(=O)N1CCOCC1c1cc(C(=O)Nc2ccccc2)no1 (stereo unspecified) the results were phage Ecoli inh 0.3.
`O=C1OCC2=Nc3cccc4cccc(c34)N12` gave phage Ecoli inh 5.3.
Screening Cc1cccc(C)c1-n1nnnc1C(c1ccccc1OC(F)(F)F)N1CCN(C/C=C/c2ccccc2)CC1 (stereo unspecified) returned phage Ecoli inh 2.8.
Screening CC(C)(C)S(=O)N1Cc2cc(C(=O)NCC(F)(F)F)nc(-c3cccc(-c4cccc(F)c4)c3)c2[C@@H]1CCO (stereo partly specified) returned phage Ecoli inh 0.9.
`Cc1cc(C(=O)N2CCC2(C)C(=O)NS(=O)(=O)c2cccc(Cl)c2)nn1C` (stereo unspecified) gave phage Ecoli inh 1.9.
Screening COc1ccc([C@@H]2CC(=O)[C@@H]3CN(S(=O)(=O)c4ccc(C)cc4)[C@H](c4ccccc4)C[C@@H]3N2S(=O)(=O)c2ccccc2)cc1 returned phage Ecoli inh 1.7.
`CCCN(C)C[C@H]1OCc2cnnn2CCCC(=O)N([C@H](C)CO)C[C@@H]1C` gave phage Ecoli inh -2.8.
For CN(C)CCN1CCN(C2CN(Cc3ccc(F)cc3)S(=O)(=O)C2)CC1 (stereo unspecified) the results were phage Ecoli inh 2.6.
COc1ccc(S(=O)(=O)NC(=O)C2(C)CCN2C(=O)C2(c3ccc(Cl)cc3)CCC2)cc1 (stereo unspecified) was read as phage Ecoli inh 2.8.
For CCCCNC(=O)C1C(c2ccc(OC)cc2)=Nc2ccccc2N1C(=O)c1ccncc1 (stereo unspecified) the results were phage Ecoli inh 3.2.
`COc1cccc(CN2CCN(C(=O)[C@H]3O[C@@H](n4cnc5c(N)ncnc54)[C@H](O)[C@@H]3O)CC2=O)c1` gave phage Ecoli inh 1.8.
For CCCCCCCCCCCCNC[C@@H]1CSCCS(=O)(=O)N1 the results were phage Ecoli inh 2.7.
COc1ccccc1CNc1nc(NCC2CC2)nc2ccsc12 was read as phage Ecoli inh 1.4.
CCCCCCCCCCCCN1CCSCCS1(=O)=O was read as phage Ecoli inh 1.7.
Screening CC(C)(C)NC(=O)C(c1ccccc1)n1c(=O)c(-c2ccccc2)nc2ccccc21 (stereo unspecified) returned phage Ecoli inh 5.0.
Screening C(=C\c1ccccc1)/CN1CCN(C(c2ccnc3ccccc23)c2nnnn2-c2ccc3c(c2)OCCO3)CC1 (stereo unspecified) returned phage Ecoli inh 2.0.
Screening CC1(C(=O)Nc2cccc(Oc3ccccc3)c2)CCN1Cc1cccc2c1OCO2 (stereo unspecified) returned phage Ecoli inh 1.6.
Screening CC(C)(C)c1ccc(C(=O)N2CCC2(C)C(=O)NCc2ccc3c(c2)OCO3)cc1 (stereo unspecified) returned phage Ecoli inh -4.7.
CCCN(CCC)Cc1cc(=O)oc2cc(C)ccc12 was read as phage Ecoli inh 2.6.
CCCCN(C)C(=O)c1ccc(Nc2nc(C(N)Cc3ccccc3)cs2)nc1 (stereo unspecified) was read as phage Ecoli inh -1.2.
For CC(C)[C@H](NC(=O)CC1CCCC1)C(=O)N1CCC[C@H]1C(=O)NCCc1ccccc1Cl the results were phage Ecoli inh 0.2.
Screening COc1ccc(-c2coc3c(C(=O)NCc4ccc(F)c(F)c4)cccc23)c(C)c1 returned phage Ecoli inh 0.6.
`c1ccc2c(-c3cc(NCc4ccncc4)n4nccc4n3)cccc2c1` gave phage Ecoli inh 2.6.
Screening CC(C)(C)NC(=O)C(c1cccc2ccccc12)n1c(=O)c(-c2ccco2)nc2ccccc21 (stereo unspecified) returned phage Ecoli inh 4.3.
COc1cc(C=CC(=O)c2ccccc2)cc(OC)c1OC was read as phage Ecoli inh 2.6.
For CC(C)N(c1cc(=O)nc2ccccn12)C(C)C the results were phage Ecoli inh 0.5.
`C#CCNC(=O)C[C@@H]1C[C@@]2(C(=O)OC)CCCCC=C2N(CCCCCCCC)C1=O` gave phage Ecoli inh -4.0.
Screening CC(O)(c1ccc(F)c(F)c1)c1nc(-c2ccc(F)c(Cl)c2)cs1 (stereo unspecified) returned phage Ecoli inh 2.6.
Screening COCCNC(=O)C1(C)CCN(C(=O)c2cccc(C)c2C)C1 (stereo unspecified) returned phage Ecoli inh 3.7.
`CCOC(=O)[C@]12CCC=C1N(Cc1ccccc1)C(=O)[C@H](CC(=O)NCc1ccc(OC)c(OC)c1)C2` gave phage Ecoli inh -2.2.
`COC(=O)C1=C(C)N(Cc2ccc(C(F)(F)F)cc2)C(=NCc2ccccc2)NC1c1ccc(C(F)(F)F)cc1` (stereo unspecified) gave phage Ecoli inh 3.5.
`COc1cccc(C(C)(O)c2nc(-c3ccc(F)c(Cl)c3)cs2)c1` (stereo unspecified) gave phage Ecoli inh 3.6.
For CCc1nc2c(OCc3ccc(C(=O)N(C)C)cc3)cccn2c1N(C)C(=O)Nc1ccccc1OC the results were phage Ecoli inh 1.9.
Screening CC(=O)NC(C)(c1ccccc1)c1nc(-c2cncnc2)cs1 (stereo unspecified) returned phage Ecoli inh 1.9.
For C=CC[C@]1(c2ccccc2)C(=O)N2C[C@H]3CON(C)[C@H]3C[C@H]2c2ccccc21 the results were phage Ecoli inh 3.0.
`CCCC(=O)N1CCC1(C)C(=O)NS(=O)(=O)c1cc2c(cc1C)CCCS2(=O)=O` (stereo unspecified) gave phage Ecoli inh 0.0.
Screening OC[C@@H]1CN(CCN2CCOCC2)C[C@H](n2cnc3c(NCc4ccco4)ncnc32)O1 returned phage Ecoli inh -0.5.
`O=C(NCc1ccccn1)[C@@H]1CCCN1C(=O)[C@@H]1CCCN1C(=O)c1cccs1` gave phage Ecoli inh 1.8.
Screening Cc1cccc2nc(-c3ccccc3)c(-c3ccc(CN4CCC5(CC4)CNc4ccccc45)cc3)nc12 returned phage Ecoli inh 3.0.

Already shown: entries from further up.
`C#CCNC(=O)C[C@@H]1C[C@@]2(C(=O)OC)CCCCC=C2N(CCCCCCCC)C1=O` gave phage Ecoli inh -4.0.
Screening CC(O)(c1ccc(F)c(F)c1)c1nc(-c2ccc(F)c(Cl)c2)cs1 (stereo unspecified) returned phage Ecoli inh 2.6.
Screening COCCNC(=O)C1(C)CCN(C(=O)c2cccc(C)c2C)C1 (stereo unspecified) returned phage Ecoli inh 3.7.
`CCOC(=O)[C@]12CCC=C1N(Cc1ccccc1)C(=O)[C@H](CC(=O)NCc1ccc(OC)c(OC)c1)C2` gave phage Ecoli inh -2.2.
`COC(=O)C1=C(C)N(Cc2ccc(C(F)(F)F)cc2)C(=NCc2ccccc2)NC1c1ccc(C(F)(F)F)cc1` (stereo unspecified) gave phage Ecoli inh 3.5.
`COc1cccc(C(C)(O)c2nc(-c3ccc(F)c(Cl)c3)cs2)c1` (stereo unspecified) gave phage Ecoli inh 3.6.
For CCc1nc2c(OCc3ccc(C(=O)N(C)C)cc3)cccn2c1N(C)C(=O)Nc1ccccc1OC the results were phage Ecoli inh 1.9.
Screening CC(=O)NC(C)(c1ccccc1)c1nc(-c2cncnc2)cs1 (stereo unspecified) returned phage Ecoli inh 1.9.
For C=CC[C@]1(c2ccccc2)C(=O)N2C[C@H]3CON(C)[C@H]3C[C@H]2c2ccccc21 the results were phage Ecoli inh 3.0.
`CCCC(=O)N1CCC1(C)C(=O)NS(=O)(=O)c1cc2c(cc1C)CCCS2(=O)=O` (stereo unspecified) gave phage Ecoli inh 0.0.
Screening OC[C@@H]1CN(CCN2CCOCC2)C[C@H](n2cnc3c(NCc4ccco4)ncnc32)O1 returned phage Ecoli inh -0.5.
`O=C(NCc1ccccn1)[C@@H]1CCCN1C(=O)[C@@H]1CCCN1C(=O)c1cccs1` gave phage Ecoli inh 1.8.

Some of the compounds tested (hit frequency here may not be typical).
